EPAC2 agonist – EPAC2 (human) agonism. EPAC2 activation, biochemical qHTS; response scale: 100% = 6.5 mM cAMP response. Q8WZA2. Potency, µM (series often up to 154 µM), for inactives: at the top dose activation, most hits filed as activators. 0.079% of 360,000 active; also: potency is read from the fitted curve at half-maximal effect; nearly all actives have a fitted effect of over 50% in size
Target sequence (Q8WZA2 whole entry, looked up): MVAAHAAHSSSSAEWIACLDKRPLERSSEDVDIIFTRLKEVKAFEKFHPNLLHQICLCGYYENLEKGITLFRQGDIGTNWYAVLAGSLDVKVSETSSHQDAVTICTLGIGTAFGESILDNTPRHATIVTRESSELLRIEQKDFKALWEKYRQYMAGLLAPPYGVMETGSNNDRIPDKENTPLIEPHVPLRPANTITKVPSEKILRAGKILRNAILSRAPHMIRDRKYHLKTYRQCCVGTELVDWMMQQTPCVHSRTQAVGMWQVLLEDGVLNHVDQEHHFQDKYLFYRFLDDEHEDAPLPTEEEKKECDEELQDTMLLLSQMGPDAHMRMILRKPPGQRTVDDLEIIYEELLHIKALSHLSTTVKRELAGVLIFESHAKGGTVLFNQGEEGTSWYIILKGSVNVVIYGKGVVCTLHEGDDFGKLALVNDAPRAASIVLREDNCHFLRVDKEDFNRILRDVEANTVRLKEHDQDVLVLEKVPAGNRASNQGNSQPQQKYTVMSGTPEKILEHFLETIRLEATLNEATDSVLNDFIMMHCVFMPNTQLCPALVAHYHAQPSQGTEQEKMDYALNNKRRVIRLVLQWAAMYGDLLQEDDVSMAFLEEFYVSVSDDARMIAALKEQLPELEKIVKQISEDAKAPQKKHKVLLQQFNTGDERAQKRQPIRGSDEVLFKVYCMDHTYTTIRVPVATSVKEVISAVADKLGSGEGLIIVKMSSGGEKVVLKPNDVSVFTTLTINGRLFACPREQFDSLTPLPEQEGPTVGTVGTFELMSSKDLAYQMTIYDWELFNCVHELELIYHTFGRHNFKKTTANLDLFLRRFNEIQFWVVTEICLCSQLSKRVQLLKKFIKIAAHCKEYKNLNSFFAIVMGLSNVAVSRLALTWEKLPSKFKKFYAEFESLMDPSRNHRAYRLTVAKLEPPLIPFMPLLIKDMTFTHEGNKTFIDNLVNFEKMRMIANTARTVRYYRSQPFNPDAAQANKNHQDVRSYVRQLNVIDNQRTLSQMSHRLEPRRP
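Setup: EPAC2 100 nM, labeled Rap1B complex 250 nM, free GDP 50 uM. Compound titrations pinned in, brief spin, 5 min room temperature incubation. Kinetic fluorescence read over 30 min, normalized to 6.5 mM cAMP.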
Nrf2 activator – Nrf2 pathway activation. AREc32 ARE-luciferase reporter (MCF7-derived line), luminescence, 24 h. Potency, µM (top dose mostly 46.1 µM), inactives show at the top dose activation, hits mostly activators. AID 624171. 0.31% of 410,000 active; also: potency is read from the fitted curve at half-maximal effect; % of control where 0% means no effect; nearly all actives have a fitted effect of over 65% in size
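Nrf2 activation is followed as ARE-luciferase induction in the AREc32 line after one day of compound treatment; luminescence is read with Steady-Glo.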
S2 tox – viability counter-screen for ATXN expression inhibitors | 0.49% of 400,000 active | S2 cells (HEK-293 line with an ATXN2-luciferase reporter) viability, CellTiter-Fluor protease fluorescence, 24 h | Potency, µM (doses to about 56.7 µM), most hits filed as cytotoxic; also: potency is read from the fitted curve at half-maximal effect; nearly all actives have a fitted effect of over 40% in size
Nrf2 block – inhibitors of Nrf2 signaling. Potency, µM (titrated, usually from 46 µM), without a hit: at the top dose activity change, negative = inhibition, usual class: inhibitors. A549 ARE-Fluc reporter, luciferase luminescence, 18-24 h. 2.1% of 360,000 active. AID 504444; also: potency is read from the fitted curve at half-maximal effect; % is scaled to controls: 0 for no effect and ±100 for the full control effect; nearly all actives have a fitted effect of over 60% in size
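In this cell-based qHTS, ARE-driven firefly luciferase in A549 cells reports Nrf2 activity; the luminescent signal after BugLite lysis is the measured value, with a prior CellTiter-Fluor read for cell health.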
IL2 activator – activates IL-2 in a cell-based reporter assay | IL-2 activation reporter assay, cell-based qHTS; stimulated with anti-CD3/CD4/CD28 beads; in transgenic mouse T cells | activation, % (series mostly up to about 46 µM) | 0.065% of 360,000 active | AID 652025; in the data active = activation above about 50%; inconclusive = mostly about 30% to 49%; also: 0% is about no effect
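Unstimulated transgenic mouse T cells preincubated 60 min with compound, then stimulated with anti-CD3/anti-CD4-coated beads plus anti-CD28 for 18 h at 37 degrees C. IL-2 response read as EGFP and DsRed fluorescence by plate cytometry.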
ATXN2 expr inh – ATXN2 expression inhibition; AID 1745845; 0.72% of 360,000 active; Potency, µM (doses to about 57 µM), without a hit: top-dose activity change, negative = inhibition, most hits filed as inhibitors; HEK-293 ATXN2-luciferase reporter, luminescence, 24 h; also: potency is read from the fitted curve at half-maximal effect; % is scaled to controls: 0 for no effect and ±100 for the full control effect; nearly all actives have a fitted effect of over 55% in size
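ATXN2-luciferase reporter cells (luciferase flanked by upstream and downstream ATXN2 gene portions) were treated 24 h at 37 °C with compounds at up to 57 uM. SteadyGlo luminescence gave expression; GF-AFC fluorescence gave viability.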
A549 tox – kills or reduces viability of A549 cells in Nrf2 counter-screen | 0.16% of 390,000 active | Potency, µM (highest dose often 46 µM), inactives show top-dose activity change, negative = cytotoxicity, most hits filed as inhibitors | A549 ARE-Fluc cells, CellTiter-Fluor viability, 18-24 h; also: potency is read from the fitted curve at half-maximal effect; % is scaled to controls: 0 for no effect and ±100 for the full control effect
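A549 ARE-Fluc cells in 5% FBS OPTI-MEM, 5000 cells/well, rested 2 h then exposed to compounds in concentration-response for 18-24 h at 37 °C. Viability by CellTiter-Fluor fluorescence (Ex 405/Em 525) after 30 min; luciferase luminescence (BugLite, 15 min, RT) read afterwards.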
HepG2 tox – HepG2 cytotoxicity, counter-screen for TGF-b inhibitors. 0.76% of 410,000 active. AID 588856. HepG2 CAGA-GFP viability, ATP luminescence, 18 h. Potency, µM (highest dose often 46.1 µM), without a hit: top-dose activity change, negative = cytotoxicity, hits mostly cytotoxic; also: potency is read from the fitted curve at half-maximal effect; some results filed as inactive show a strong effect at the top dose
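HepG2 CAGA-GFP cells (1000/well, DMEM with 1% FBS) received compound, then TGF-beta at 500 pg/mL final, and were incubated 18 hours at 37 degrees C. Viability was read by CellTiter-Glo luminescence. Media-only wells were set as complete cell-killing and DMSO as no toxicity.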
TGFb inhibitor – blocks TGF-b signaling | HepG2 CAGA-GFP TGF-b/SMAD3 reporter, GFP fluorescence, 18 h; TGF-beta stimulated, 500 pg/mL final | Potency, µM (top dose mostly 46.1 µM), for the others: top-dose activity, negative = inhibition, usual class: inhibitors | 1.2% of 410,000 active; also: potency is read from the fitted curve at half-maximal effect; % is scaled to controls: 0 for no effect and ±100 for the full control effect; nearly all actives have a fitted effect of over 65% in size
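Read-out: total well GFP (ex488/em500-530) summed from mean per-cell fluorescence. Cells: HEPG2 CAGA-GFP, 1% FBS DMEM, 18 h at 37 degrees C with 500 pg/mL final TGF-beta. Unstimulated wells served as the full-inhibition control; stimulated DMSO wells = 0%.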
* = called active by the depositor; i = inactive; u = inconclusive; x = no result given; [ ] = dose if it differs, or a comment. Unless noted, calls follow the shape of the dose curve; as a rule, active = well fitted curve in the direction sought with a large enough effect; inconclusive = small, poorly fitted or top-dose-only effect, or another doubt; inactive = no such curve, though single readings can be large; an effect the other way counts as inactive or inconclusive.

SMILES	EPAC2 agonist	Nrf2 activator	S2 tox	Nrf2 block	IL2 activator	ATXN2 expr inh	A549 tox	HepG2 tox	TGFb inhibitor
CC(C)NC(=O)c1cc(C2CCCCN2S(=O)(=O)c2cccc3cccnc23)on1 (configuration not stated)	1%	0.5%	i	x	-0.1	12%	x	2%	0%
N/C(=N\OC(=O)c1ccc2c(c1)OCO2)c1ccc(Br)cc1	-7%	3.2%	i	u	-0.6	55%[activator]	4%	-1%	-2%
C=CC(=O)Nc1cccc(Oc2ncnc3[nH]cc(-c4cnc5ccccc5c4)c23)c1	21%	0.0%	u	-16%	-0.9	15%	2%	-15%	-25%
Cc1ccccc1C(=O)N1CCC(C(=O)OCc2ccccn2)CC1	-5%	-0.7%	i	15%	0.0	-6%	-7%	-2%	1%
Cc1cc(C(=O)N2CCN(c3ccc(F)cc3)CC2)on1	13%	-1.2%	i	2%	-1.0	6%	-1%	1%	0%
CCOc1ccccc1N(CC(=O)Nc1ccc(S(=O)(=O)N2CCOCC2)cc1)S(=O)(=O)c1ccccc1	-8%	-0.4%	u	x	0.9	1%	2%	-1%	-20%
COc1cccc(CNC(=O)Cc2c(C)c3c(cc(C)c4c(C)coc43)oc2=O)c1	x	-0.1%	x	-2%	x	x	-3%	0%	-4%
COc1cc(/C=C/CNC[C@H]2O[C@@H](n3cc(C)c(=O)[nH]c3=O)C[C@@H]2O)ccc1O	12%	0.2%	i	x	-1.4	2%	x	-61%	22%
O=C(CN1CCOCC1)N/N=C/C(Br)=C\c1ccccc1	14%	u	i	2%	-1.2	-25%	-1%	18%	-18%
Cc1ccc2[nH]c(CSc3nnc(COc4ccccc4C)n3C)cc(=O)c2c1	x	0.3%	i	x	x	-14%	-5%	-2%	-24%
CCC1CCCCN1Cc1nc2c(c(=O)n(C)c(=O)n2C)n1CCC(C)C (configuration not stated)	-4%	0.4%	i	0%	-1.0	0%	0%	3%	6%
O=C(Nc1cccc(NC(=O)c2ccc(Br)o2)n1)c1ccc(Br)o1	3%	9.3%	i	u	2.9	-11%	3%	6%	-1%
O=C(Nc1ccc(Oc2ccccc2)cc1)c1ccco1	-1%	0.2%	i	u	1.5	88%[activator]	-4%	9%	-9%
Cc1ccc(C(=O)Nc2cc(-c3nc4ncccc4o3)ccc2C)c(C)c1	x	0.3%	u	9%	x	7%	-2%	-14%	-16%
Cc1cccc(C(P(=O)(c2ccccc2)c2ccccc2)P(=O)(c2ccccc2)c2ccccc2)n1	-4%	0.3%	i	7%	0.4	7%	-6%	-4%	0%
CSC1=NC=C(C#N)C2=NC(c3c(Cl)cccc3Cl)NN12 (configuration not stated)	2%	15%	i	x	-0.4	-7%	x	0%	6%
CCN1CCN(C(=O)c2cnn(-c3cccc(C)c3)c2C2CCN(C(=O)OC(C)(C)C)CC2)CC1	x	0.5%	x	u	x	x	0%	-17%	0%
CN(C)CCN(C(=O)c1ccc2ccccc2c1)c1nc2ccc(F)cc2s1	16%	5.8%	i	5%	0.4	x	2%	-8%	10%
COC1CCCCC1Nc1ccc(C)c(C)c1 (configuration not stated)	8%	0.0%	i	13%	0.2	2%	4%	-3%	-2%
CCOc1cc(C2CC(=O)c3c(ccc4ccccc34)N2)ccc1O (configuration not stated)	-15%	2.0%	i	-2%	0.5	5%	-5%	3%	u
Cc1ccc(C)c(N2CCN(C(=O)C(Cc3ccccc3)n3cccc3)CC2)c1 (configuration not stated)	8%	-0.3%	i	-19%	-3.3	-25%	-1%	-24%	u
Cc1cc(C(=O)NCCCN2CCCC2=O)no1	7%	-0.5%	i	3%	4.6	13%	-1%	9%	18%
C[C@H](c1ccccc1)N1C[C@H](COCc2ccccc2)Oc2cc(N3CCC[C@@H]3CO)ccc2S1(=O)=O	14%	5.5%	u	x	-1.1	-25%	x	x	x
O=c1c(/C=N/OCc2ccc(Cl)cc2Cl)c[nH]n1-c1cccc(Cl)n1	2%	-0.1%	i	-21%	1.1	-12%	1%	-45%	-1%
O=c1[nH]c2ccc(S(=O)(=O)Nc3ccc(Br)cc3)cc2[nH]1	11%	-0.5%	i	-5%	-4.4	-10%	-1%	1%	6%
Cc1ccc(C)c(Nc2ccc(C(=O)NCCc3ccccc3)cn2)c1	-2%	-0.4%	i	u	-1.3	20%	-1%	-1%	0%
Cc1ccc2cc(CN(CC3CCCO3)C(=S)Nc3ccccc3)c(=O)[nH]c2c1C (configuration not stated)	1%	0.1%	i	u	-5.6	15%	u	-16%	0%
CC1CC(C)CN(S(=O)(=O)c2ccc3c(c2)C(C)(C)C(=O)N3C)C1 (configuration not stated)	-1%	-0.6%	i	-14%	-4.3	24%	-5%	-4%	2%
CCCC(=O)N1CCCC1(C)C(=O)Nc1ccc2nc(C)ccc2c1 (configuration not stated)	1%	0.2%[9.22 µM]	i	x	0.3	7%	x	6%	11%
Cc1ccccc1NC(=O)CS(=O)(=O)c1cccc2nsnc12	x	0.2%	i	x	x	0%	10%	-10%	2%

Quoted at random: 2 entries already listed.
SMILES	EPAC2 agonist	Nrf2 activator	S2 tox	Nrf2 block	IL2 activator	ATXN2 expr inh	A549 tox	HepG2 tox	TGFb inhibitor
Cc1ccccc1NC(=O)CS(=O)(=O)c1cccc2nsnc12	x	0.2%	i	x	x	0%	10%	-10%	2%
COC1CCCCC1Nc1ccc(C)c(C)c1 (configuration not stated)	8%	0.0%	i	13%	0.2	2%	4%	-3%	-2%

Further results follow.
SMILES	EPAC2 agonist	Nrf2 activator	S2 tox	Nrf2 block	IL2 activator	ATXN2 expr inh	A549 tox	HepG2 tox	TGFb inhibitor
CC1(C)N=C(N)N=C(N)N1c1ccc(OCC(=O)N2CCOCC2)c(Cl)c1	-10%	-2.2%	i	x	1.8	x	x	0.1µM*	-5%
Cc1ccc(CNC(=O)CSc2ncc3c(n2)-c2cc(Cl)ccc2N(C)S3(=O)=O)cc1	x	-0.9%	i	-5%	x	2%	7%	0%	-25%
NS(=O)(=O)c1ccc(CCNC(=O)CN2CCN(c3cccc(Cl)c3)CC2)cc1	1%	-0.3%	i	u	-0.4	-12%	-4%	-31%	-33%
COc1ccc2[nH]c(=O)c(CN(C(=O)c3cccnc3)c3ccccc3OC)cc2c1	4%	0.0%	i	4%	-3.3	4%	-6%	-16%	11%
CCOC(=O)C1CCN(C(=O)Cc2c(C(=O)O)n(CC)c3ccccc23)CC1	11%	-0.1%	i	8%	0.1	-6%	8%	-17%	-29%
O=C(Cn1cnc2ccccc2c1=O)NCCC(=O)Nc1ccccc1C(F)(F)F	16%	-0.1%	i	3%	0.9	1%	18%	-14%	2%
Cc1cccn2cc(-c3c[nH]c4ccccc34)nc12	9%	16%	u	u	-0.2	79%[activator]	-1%	-30%	-25%
CC(=O)Nc1ccc(S(=O)(=O)N2CCCN(S(=O)(=O)c3ccc(C)cc3)CC2)cc1	4%	0.3%	i	u	-3.0	-7%	-2%	-21%	u
O=S(=O)(c1ccc2nc(Nc3cccc(F)c3)ccc2c1)N1CCCC1	x	-1.2%	i	-21%	x	-18%	-14%	-26%	-25%
Cc1ccsc1C(=O)N1CCCC(CCC(=O)NCc2ccccc2F)C1 (configuration not stated)	5%	-1.1%	i	7%	1.6	-9%	0%	0%	u
CNc1oc(-c2ccccc2)nc1C#N	-5%	4.8%	i	0%	1.8	13%	-6%	-4%	-6%
CCCNC(=O)C(CC)NC(=O)c1ccc(C#N)cc1 (configuration not stated)	8%	-0.5%	i	-1%	1.2	13%	1%	14%	14%
C#CCNC(=O)c1csc([C@@H]2O[C@H](CO)[C@@H](O)[C@H]2O)n1	9%	-1.1%	i	x	-0.6	15%	x	2%	32%
CCOC(=O)C1=C(C)OC(N)=C(C#N)C1c1ccc(O)c(OC)c1 (configuration not stated)	5%	2.3%	i	7%	-1.5	0%	1%	1%	22%
CCc1ccc(C(C(=O)NC2CCCC2)N(C(=O)/C=C/C(=O)Nc2cc(C)on2)c2ccccc2C)cc1 (configuration not stated)	2%	2.9%	u	-25%	-1.8	x	-13%	-6%	u
COc1ccc2c(c1)CCc1c(C(=O)Nc3c(C)nn(Cc4ccc(C)cc4)c3C)noc1-2	x	-0.9%	i	15µM*	x	-1%	-18%	-2%	u
O=C(NCC1COCCO1)c1ccc(OC2CCN(CCc3ccccc3)CC2)cc1 (configuration not stated)	6%	0.0%	i	10%	-3.9	-4%	-1%	7%	15%
N#Cc1ccsc1NC(=O)CN1CCN(c2ccccn2)CC1	8%	0.2%	i	1%	0.5	7%	14%	-14%	15%
COc1ccccc1NC(=O)Cn1c(=O)n(-c2ccccc2Cl)c(=O)c2sc3ccccc3c21	x	0.3%	u	-17%	x	-14%	-17%	1%	-1%
CCCN(C(=O)c1cc2ccc3cccnc3c2[nH]1)c1ccc(F)cc1	x	0.2%	x	u	x	x	7%	-16%	0%
COc1ccc(CCNC(=O)Cn2nc(-c3ccc(Cl)cc3)ccc2=O)cc1OC	x	3.8%	x	x	x	x	1%	-5%	-28%
CCc1cc(=O)oc2cc(C)cc(OC(C)C(=O)O)c12 (configuration not stated)	3%	-0.6%	i	2%	-3.4	2%	-7%	3%	-6%
Cc1cccc(C)c1Nc1nnc(SCC(=O)NCc2cccs2)s1	0%	-0.2%	i	16%	-0.2	-2%	0%	8%	u
CCOC(=O)Cc1c(C)nc(Cc2ccc(OC(C)C)cc2)[nH]c1=O	8%	0.0%	i	-3%	-0.2	-18%	1%	-19%	3%
CC(C)Cc1nnc(NC(=O)c2cc(-c3ccccc3)nc3ccccc23)s1	17%	16%	i	-14%	-5.1	-10%	0%	-22%	1%
O=C(Cc1c(F)cccc1Cl)NC1CCN(Cc2ccccc2)CC1	5%	-0.2%	u	16%	-3.2	0%	5%	3%	3%

Screening results as filed in PubChem.
